Bioassay records deposited in PubChem BioAssay by several laboratories.
KKLEB cytotox = cytotoxicity in KKLEB CF airway cells, primary screen, cytotoxicity control for CF NF-kB inhibitor project, cell-based, uHTS, fluorescence assay plates. KKLEB CF airway cells viability, ATPlite luminescence, overnight; stronger effect = lower value; cells stimulated with P. aeruginosa culture filtrate. activity change (cytotoxicity), % at 5 µM. actives 0.36% (n = 360,000);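 active = corrected activity change at or below -50% at 5 µM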
LMP1 NFkB inh = EBV LMP1-driven NF-kappaB luciferase reporter inhibitors, primary screen, cell-based, luminescence, single point | LMP1-induced NF-kappaB luciferase reporter cells | inhibition, % at 12.5 µM | actives 0.69% (n = 350,000) | AID 504558, 2011; in the data active = inhibition above about 41%;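 also: 0% = neutral control wells and 100% = reference inhibitor control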
Shn3 inh set2 = reduction of Shn3 3'UTR firefly luciferase signal, primary screen, Schnurri-3 inhibitor project, cell-based, Clone20 osteoblasts, set 2. Clone20 osteoblast Shn3 3'UTR firefly luciferase, 24 h. inhibition, % at 12.5 µM. actives 0.52% (n = 360,000). AID 588674, 2011;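 active = mean inhibition of at least 75% with every replicate also reaching 75%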;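 also: 0% = median of neutral control wells and 100% = pilot-screen positive control compound; some compounds past the cut are filed as inactive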
CF NFkB inh = inhibitors of PAF-induced NF-kB signaling, primary screen, cell-based, GFP fluorescence, uHTS. KKLEB NF-kB-GFP reporter, GFP fluorescence overnight. inhibition, % at 5 µM. actives 0.86% (n = 360,000). AID 588850, 2011;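 active = at least 50% inhibition at 5 µM, scaled per plate between neutral and stimulator controls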;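 also: PAF is a Pseudomonas aeruginosa culture filtrate used as stimulus; plate controls were PAF-stimulated DMSO wells for no effect and unstimulated DMSO wells for full effect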
TWEAK Fn14 block = inhibitors of TWEAK-Fn14 signaling, primary screen, luciferase reporter cells, uHTS; TWEAK-stimulated Fn14 reporter cells, luciferase luminescence, 8 h; inhibition, % at 10 µM; actives 2% (n = 360,000); in the data active = inhibition above about 50%
TRAIL sens C8 = viability loss with TRAIL in NB7+C8 cells, primary screen, TRAIL sensitizer project, cell-based, ATPlite luminescence; inhibition (viability loss, TRAIL sensitization), % at 10 µM; actives 1% (n = 360,000);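 active = compounds causing at least 50% loss of cell viability in the single-dose screen, relative to plate controls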
LRH-1 inv ag = LRH-1 (NR5A2) inverse agonists, primary screen, cell-based, luminescence, HEK293T, StAR-luciferase reporter; Nuclear receptor subfamily 5 group A member 2 (Homo sapiens), O00482; LRH-1 transfected, 24 h; inhibition, % at 3.6 µM; actives 0.13% (n = 360,000); AID 602396, 2012;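 active = inhibition above the mean inhibition of all tested compounds plus 3 SD, cut at about 73% in these data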;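 also: 0% = DMSO wells and 100% = reporter-only cells lacking LRH-1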
COUP-TFII inh = NR2F2 transcriptional activity inhibitors, primary screen, cell-based, luciferase reporter, HEK293T, luminescence | COUP transcription factor 2 (Homo sapiens), P24468 | AID 686940, 2013 | inhibition, % at 8.6 µM | HEK293T NGFI-A luciferase reporter | actives 0.7% (n = 370,000);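 active = inhibition above a per-plate cutoff, mean inhibition of test wells between control levels plus 3 SD, cut at about 38% in these data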;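 also: cells cotransfected with COUP-TFII expression vector driving the NGFI-A reporter; 0% = median of COUP-TF2 test wells and 100% = reporter-only cells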
NCOA3 inh = SRC3 coactivator transcriptional activity inhibitors, primary screen, cell-based, luminescence | actives 0.17% (n = 360,000) | inhibition, % at 3.6 µM | AID 588352, 2011 | Nuclear receptor coactivator 3 (Homo sapiens), Q9Y6Q9 | HEK293 GAL4-SRC3 luciferase reporter;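 active = inhibition above a per-campaign cutoff, the mean of all compounds plus 3 SD, cut at about 60% in these data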;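 also: 0% = DMSO-treated cells and 100% = gossypol-treated cells at 36 µM; higher means less SRC3-driven luciferase light from the GAL4 reporter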
SRC1 inh = SRC1 coactivator transcriptional activity inhibitors, primary screen, cell-based, luminescence; Nuclear receptor coactivator 1 (Homo sapiens), Q15788; HEK293 GAL4-SRC1 luciferase reporter; inhibition, % at 3.6 µM; actives 0.12% (n = 360,000); AID 588354, 2011;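 active = inhibition above the campaign mean plus 3 SD, with each screening campaign given its own cutoff, cut at about 60% in these data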;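 also: 0% = DMSO treated cells and 100% = gossypol at 36 µM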
Target sequence (Q15788 whole entry, looked up, the tested form may be a part): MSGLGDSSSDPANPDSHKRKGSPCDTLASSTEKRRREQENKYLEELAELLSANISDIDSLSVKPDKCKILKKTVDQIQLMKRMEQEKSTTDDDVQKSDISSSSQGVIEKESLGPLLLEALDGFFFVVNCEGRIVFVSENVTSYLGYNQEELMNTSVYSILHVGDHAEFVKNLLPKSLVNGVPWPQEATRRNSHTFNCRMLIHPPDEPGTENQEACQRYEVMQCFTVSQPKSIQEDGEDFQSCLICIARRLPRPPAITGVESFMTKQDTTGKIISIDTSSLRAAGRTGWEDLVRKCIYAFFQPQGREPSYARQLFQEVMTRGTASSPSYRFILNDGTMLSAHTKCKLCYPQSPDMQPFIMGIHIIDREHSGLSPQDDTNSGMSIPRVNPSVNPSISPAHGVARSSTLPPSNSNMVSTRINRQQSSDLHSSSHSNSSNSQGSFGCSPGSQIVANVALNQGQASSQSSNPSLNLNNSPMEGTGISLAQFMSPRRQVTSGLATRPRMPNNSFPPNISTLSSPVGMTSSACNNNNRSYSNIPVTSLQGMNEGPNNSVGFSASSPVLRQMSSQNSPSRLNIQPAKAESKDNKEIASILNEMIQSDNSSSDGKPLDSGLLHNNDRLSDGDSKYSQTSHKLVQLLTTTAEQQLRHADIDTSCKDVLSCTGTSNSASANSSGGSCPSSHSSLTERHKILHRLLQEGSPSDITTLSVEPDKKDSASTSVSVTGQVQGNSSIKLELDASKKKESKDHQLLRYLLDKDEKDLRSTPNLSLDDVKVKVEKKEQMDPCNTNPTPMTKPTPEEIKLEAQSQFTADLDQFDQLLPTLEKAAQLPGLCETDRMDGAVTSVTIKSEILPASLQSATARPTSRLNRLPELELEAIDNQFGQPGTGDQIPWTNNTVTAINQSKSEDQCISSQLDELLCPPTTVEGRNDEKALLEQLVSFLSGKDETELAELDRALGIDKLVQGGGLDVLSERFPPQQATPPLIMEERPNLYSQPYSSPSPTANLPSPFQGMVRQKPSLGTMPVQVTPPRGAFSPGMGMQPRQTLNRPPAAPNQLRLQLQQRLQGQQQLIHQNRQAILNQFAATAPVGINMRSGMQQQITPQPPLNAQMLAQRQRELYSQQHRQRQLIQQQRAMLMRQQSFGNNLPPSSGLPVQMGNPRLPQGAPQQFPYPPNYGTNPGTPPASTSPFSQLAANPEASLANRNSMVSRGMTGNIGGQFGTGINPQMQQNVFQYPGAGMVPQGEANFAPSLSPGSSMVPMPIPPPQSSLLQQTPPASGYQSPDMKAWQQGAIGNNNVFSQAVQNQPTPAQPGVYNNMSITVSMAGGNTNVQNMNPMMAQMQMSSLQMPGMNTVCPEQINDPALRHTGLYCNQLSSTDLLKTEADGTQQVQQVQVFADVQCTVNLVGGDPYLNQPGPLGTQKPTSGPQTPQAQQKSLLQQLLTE
TROY signal inh = inhibitors of TROY-driven NF-kB signaling, primary screen, Q293 LMP1-TROYcd cells, NF-kB luciferase, uHTS; actives 0.98% (n = 360,000); Q293 LMP1-TROYcd NF-kB luciferase reporter, 4 h; inhibition, % at 10 µM;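 active = compounds whose plate-normalised and pattern-corrected inhibition of the luciferase reporter signal at the single screening dose is 50% or more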
* marks the source's active call; other numbers are inactive results; . = no result given. These rows are one share of the data; rates above refer to the full screens.

SMILES	KKLEB cytotox	LMP1 NFkB inh	Shn3 inh set2	CF NFkB inh	TWEAK Fn14 block	TRAIL sens C8	LRH-1 inv ag	COUP-TFII inh	NCOA3 inh	SRC1 inh	TROY signal inh
C[C@@H]1CN([C@@H](C)CO)C(=O)CCCn2cc(nn2)CO[C@H]1CN(C)S(=O)(=O)c1ccc(-c2ccccc2)cc1	5	9	-9	-10	-2	-13	10	3	18	1	16
O=[N+]([O-])c1cc([N+](=O)[O-])c2c(=Nc3ccccc3)n(-c3ccccc3)n(O)c2c1	-4	-11	-7	-47	21	2	3	6	-2	-52	0
CCOC(=O)c1ccc(NC(=S)N(CCCN2CCN(CC)CC2)Cc2cccs2)cc1	11	-6	2	0	-3	-2	-12	-8	12	5	-11
COc1cc(S(=O)(=O)N2CCC(C(N)=O)CC2)c(C)cc1C	-4	6	-3	14	-5	11	11	1	-6	2	2
CCOC(=O)c1c(NC(=O)COc2cccc3c2CCN(CC)C3=O)sc2c1CCC2	-8	9	13	14	-9	25	-9	2	-17	1	2
COC(=O)c1ccccc1NC(=O)CS(=O)(=O)Cc1nc(-c2ccc(C)cc2)oc1C	14	8	0	5	5	4	1	4	12	-15	-2
Cc1ccc(-c2csc(NC(=O)CN3CC(C)OC(C)C3)n2)cc1 (stereo unspecified)	1	7	15	14	15	2	-1	18	-7	-4	13
CCc1nc2c(OCC(=O)c3ccc(F)cc3)cccn2c1N(C)C(=O)c1ccc(OC)cc1	-1	.	-24	2	-17	-2	-7	-1	-17	-19	-30
CSC1=C(C#N)C2(CCCCC2)C(C(=O)Nc2ccccc2)=C(C)N1	-1	6	12	-2	8	13	-5	4	1	8	7
Cc1onc(-c2c(Cl)cccc2Cl)c1COC(=O)c1ccc([N+](=O)[O-])cc1	6	11	.	-4	-16	10	5	-3	-1	-10	-22
C=CC#CC1(O)CC(C)N(C)CC1C (stereo unspecified)	6	-1	20	12	-16	-1	12	14	1	8	-19
COc1ccccc1N1CCN(C(=O)c2cccc(NC3=NC4CS(=O)(=O)CC4S3)c2)CC1 (stereo unspecified)	10	-6	-15	15	6	1	-5	-18	-16	-9	-8
COCCOC(=O)c1c(NC(=O)CNC2CCCc3ccccc32)sc(C(N)=O)c1C (stereo unspecified)	-41	-4	6	-20	-6	11	8	-11	-5	10	-11
Cc1cccc(/C=N/n2c(C3CCCCC3)n[nH]c2=S)c1	-3	6	5	16	5	-26	1	.	-6	-10	-4
CCOC(=O)c1ccc(NC(=O)c2nc[nH]c2C(=O)N2CCc3ccccc3C2)cc1	-8	-3	22	23	-10	17	5	-13	-12	-7	8
CN(C)c1nc(N)nc(N(c2ccccc2)c2ccccc2)n1	-21	-2	8	15	-1	2	9	7	6	11	-10
CCCCc1c(O)nc(SCC(=O)N2CCOCC2)n(-c2ccccc2OC)c1=O	-3	-2	4	-13	0	-15	13	-2	13	-1	11
O=C(/C=C/c1ccc(Cl)c(Cl)c1)Nc1cccnc1	12	-13	-59	-42	-22	3	-61	-49	-21	-62	-20
O=C(COC(=O)c1c[nH]c(=O)[nH]c1=O)Nc1ccccc1Br	-4	-5	-10	15	-1	2	-16	-2	15	10	5
CCOC(=O)NC1(Nc2cccc(Cl)c2)Oc2ccccc2O1	1	4	33	24	5	8	4	-12	-21	-24	-22
CCCNC(=O)c1cc2c3ccccc3n(C)c2s1	13	-11	-6	-34	-1	1	-3	-1	-7	-2	-10
CCCCCCC(=O)N/N=C/Cc1ccccc1	-3	-1	-4	-4	-23	-2	-18	-30	5	-33	-15
Cc1cccc2c1cnn2C(=O)CCC(=O)NCC(C)c1ccccc1 (stereo unspecified)	10	-6	4	-2	-4	-8	0	10	14	2	-4
COc1cc(OC)cc(-c2cc3cc(F)ccc3cn2)c1	-21	-17	-100	-10	-79	47	-120	-48	-71	-75	-79
Cc1cccc(NCc2ccc(Br)cc2)n1	-3	-5	-84	-7	-30	-6	-25	-26	-26	-14	-36
COc1ccc(CN(C)C(=O)C23CC4CC(CC(Cl)(C4)C2)C3)c(OC)c1OC	4	-5	16	0	-3	10	2	11	-14	14	-2
CC(C)CN(C(=O)COC(=O)CSc1ccc([N+](=O)[O-])cc1)C1CCS(=O)(=O)C1 (stereo unspecified)	-1	-9	5	11	0	-4	-5	9	4	-3	13
COc1ccc(NC(=O)NNC(=O)c2ccc(-c3ccccc3)cc2)c(OC)c1	30	-3	1	-24	-1	-12	-11	-17	15	-20	-15
Cc1ccc(NC(=O)C(=O)NCc2ccc(/C=N/NC(=O)c3c(C)nc4ccccn34)o2)cc1	5	-8	-13	-13	-20	37	-22	-23	-3	-14	-43
O=C(N/C(=C\c1ccc(Br)cc1)C(=O)N1CCCC1)c1ccccc1F	5	-3	-2	3	-9	-6	6	0	-2	-3	11
CCCCCCCC1CC(=O)C=C(C)C1C(=O)OCC (stereo unspecified)	8	.	20	4	0	-10	15	7	1	-14	4
O=C(CN1C(=O)NC2(CCCC2)C1=O)OCc1ccc(Br)cc1	-23	-6	-48	5	6	15	13	-18	-3	-10	-3
Cc1ccc(NC(=O)CSc2nc(N)c3c4c(sc3n2)CSC(C)(C)C4)cc1	-4	13	6	-11	23	8	14	3	12	-18	31
CC(C)N(CCO)C(=O)CCc1nnc(Cc2cccc(C(F)(F)F)c2)o1	-5	2	-18	5	-2	-4	-9	-3	-11	-7	-3
Cc1ccc(C2=NOC3(CC(=O)N(c4ccc(C)cc4)C3=O)C2)cc1 (stereo unspecified)	1	5	-24	0	3	15	-13	-9	3	13	-2
Cc1ccc(NCc2nnc(SCC(=O)O)n2-c2ccc(C)cc2)cc1	6	-13	23	-14	-4	-8	12	12	5	7	6
O=C(Oc1ccc(Br)cc1)C1CC(=O)N(c2ccc(F)cc2)C1 (stereo unspecified)	4	9	-6	-13	1	-16	19	-7	17	-6	-7
CCN1CCN(C(=O)CN(c2ccccc2C)S(C)(=O)=O)CC1	2	-11	2	6	-22	2	19	6	3	9	-6
FC(F)(F)c1nc2ccccc2c2nc3ccccc3n12	-1	-6	-34	-38	2	-6	-7	1	-3	-12	-28
Cc1cnc(NC(=O)c2ccc3ncsc3c2)s1	4	-29	-84	0	40	48	-163	-17	-111	-92	5
O=C(CSc1nc2ccccc2o1)Nc1nc2c(s1)CCCC2	3	5	.	-12	89*	19	29	52*	28	21	0
CC1(C)Cc2ccccc2C(=O)N1	0	-2	1	-7	-2	8	-5	-16	1	3	-18
Cc1nc(CNC(=O)C2CCC(=O)N(Cc3cccc(F)c3)C2)sc1C (stereo unspecified)	2	-8	-1	24	-6	2	2	-4	0	-7	-6
O=c1[nH]c(=S)n(-c2cccc(C(F)(F)F)c2)c(O)c1C=NCCN1CCNCC1	0	14	-15	16	18	12	6	10	4	-24	-8
Cc1cccc(Cc2c(C)nc3nc(SCC(=O)O)nn3c2C)c1	-2	10	-9	4	-5	-6	-10	3	-5	10	-11
COc1cccc(CNC(=O)COC(=O)c2ccc(-c3ccc(O)cc3)cc2)c1	-9	-6	-24	32	-17	18	14	-2	-11	-3	12
O=C(Nc1cccc(S(=O)(=O)N2CCCCC2)c1)c1ccc([N+](=O)[O-])o1	-14	-34	69	88*	42	14	49	10	5	2	20
COc1cc(C(=O)NC2CCN(CC(=O)Nc3cccc(C)c3C)CC2)cc(OC)c1OC	7	-1	4	-9	-21	5	10	4	-4	3	14
Cc1ccc2c(c1)oc(=O)n2CC(=O)c1ccccc1	7	1	-5	-7	-10	8	9	30	21	-2	-25
CCC(=O)Nc1ccc2nn(-c3ccc(F)cc3)nc2c1	12	-29	-67	-5	39	15	-161	-45	-126	-147	-46
COCc1cccc(-c2csc(C(C)(O)c3ccc(OC)cc3)n2)c1 (stereo unspecified)	-15	.	13	8	-9	13	5	-10	6	6	6
CC(=O)n1cc([C@H]2C=C(C(=O)Nc3ccccc3)O[C@@H](OCc3ccc(CO)cc3)C2)c2ccccc21	5	5	18	4	-9	18	-1	.	19	-5	-14
N#Cc1ccc(NC(=O)COC(=O)c2ccc(F)c(S(=O)(=O)N3CCOCC3)c2)cc1	4	2	-4	-2	2	-14	5	-7	-22	1	5
COC(=O)c1cc(COc2ccc3ccc(=O)oc3c2)c(C)o1	2	-5	-3	-4	-12	-10	19	5	6	-14	3
CCOC(=O)c1nnn(-c2nonc2N)c1CNc1ccc(C)c(Br)c1	1	2	4	-14	-12	6	-10	14	1	-2	1
Nc1nc(NC(=O)/C=C/c2ccccc2)nn1-c1ccccc1	16	-5	-5	-7	10	15	3	11	21	-6	-13
COCCSc1nnc(NC(=O)Cc2ccc(OC)cc2)s1	20	4	1	6	6	5	8	3	1	-12	8
CC(=O)c1ccc(-c2ccc(C(=O)N(C)Cc3nc4ccccc4c(=O)[nH]3)o2)cc1	-1	6	41	17	21	7	7	26	16	-5	11
O=c1c2[nH]c3ccccc3c2ncn1Cc1ccncc1	-1	-9	19	6	0	10	-5	-14	8	-4	0
COc1cccc(OC)c1C(=O)Nc1ccc(C)cc1C(=O)c1ccccc1	-17	5	5	-11	-1	-14	9	1	5	10	-3
(further entries)
SMILES	KKLEB cytotox	LMP1 NFkB inh	Shn3 inh set2	CF NFkB inh	TWEAK Fn14 block	TRAIL sens C8	LRH-1 inv ag	COUP-TFII inh	NCOA3 inh	SRC1 inh	TROY signal inh
CC(C)OCCCNC(=O)CN1C(=O)CC(C)(C)S(=O)(=O)c2ccccc21	22	-3	-11	-48	-15	-5	11	-6	2	-12	-7
Cc1ccc2[nH]c(=O)c(CN(Cc3nnnn3C3CCCC3)C3CCCCC3)cc2c1	-8	2	-3	-5	29	1	-6	-4	2	-54	-10
Cc1ccccc1NC(=O)COc1ccc(S(=O)(=O)N2CCCC2)cc1C	-2	-3	13	10	-39	17	-13	0	16	4	-6
COc1ccc(CC(NC(C)=O)C(=O)N2CCN(C(=O)N(C(C)C)C(C)C)CC2)cc1 (stereo unspecified)	2	-12	3	-13	3	-5	-9	9	7	16	-10
Cc1ccc(C)c(NC(=O)CCC(=O)N/N=C/c2cccnc2)c1	15	2	-7	-15	0	-6	-4	11	-58	0	5
COc1ccc2c(CC#N)c[nH]c2c1	-2	24	-27	2	-1	-10	8	6	-5	2	-23
Cc1ccc(S(=O)(=O)N2C[C@H]3C(=O)C[C@@H](c4ccccc4C)N(S(=O)(=O)c4ccc(C)cc4)[C@H]3C[C@H]2c2ccccc2)cc1	13	.	8	17	-10	-8	11	-3	20	12	7
